High-throughput results (PubChem BioAssay)
EPAC2 ag: agonists of human EPAC2 (RAPGEF4); Q8WZA2; EPAC2 activation, biochemical qHTS; response scale: 100% = 6.5 mM cAMP response; Potency, µM (highest dose often 154 µM), inactives show top-dose activation, most hits filed as activators; actives 0.079% (n = 360,000); further: potency means the concentration at half of the fitted maximal effect; nearly all actives have a fitted effect of over 50% in size
Target sequence (Q8WZA2 whole entry, looked up): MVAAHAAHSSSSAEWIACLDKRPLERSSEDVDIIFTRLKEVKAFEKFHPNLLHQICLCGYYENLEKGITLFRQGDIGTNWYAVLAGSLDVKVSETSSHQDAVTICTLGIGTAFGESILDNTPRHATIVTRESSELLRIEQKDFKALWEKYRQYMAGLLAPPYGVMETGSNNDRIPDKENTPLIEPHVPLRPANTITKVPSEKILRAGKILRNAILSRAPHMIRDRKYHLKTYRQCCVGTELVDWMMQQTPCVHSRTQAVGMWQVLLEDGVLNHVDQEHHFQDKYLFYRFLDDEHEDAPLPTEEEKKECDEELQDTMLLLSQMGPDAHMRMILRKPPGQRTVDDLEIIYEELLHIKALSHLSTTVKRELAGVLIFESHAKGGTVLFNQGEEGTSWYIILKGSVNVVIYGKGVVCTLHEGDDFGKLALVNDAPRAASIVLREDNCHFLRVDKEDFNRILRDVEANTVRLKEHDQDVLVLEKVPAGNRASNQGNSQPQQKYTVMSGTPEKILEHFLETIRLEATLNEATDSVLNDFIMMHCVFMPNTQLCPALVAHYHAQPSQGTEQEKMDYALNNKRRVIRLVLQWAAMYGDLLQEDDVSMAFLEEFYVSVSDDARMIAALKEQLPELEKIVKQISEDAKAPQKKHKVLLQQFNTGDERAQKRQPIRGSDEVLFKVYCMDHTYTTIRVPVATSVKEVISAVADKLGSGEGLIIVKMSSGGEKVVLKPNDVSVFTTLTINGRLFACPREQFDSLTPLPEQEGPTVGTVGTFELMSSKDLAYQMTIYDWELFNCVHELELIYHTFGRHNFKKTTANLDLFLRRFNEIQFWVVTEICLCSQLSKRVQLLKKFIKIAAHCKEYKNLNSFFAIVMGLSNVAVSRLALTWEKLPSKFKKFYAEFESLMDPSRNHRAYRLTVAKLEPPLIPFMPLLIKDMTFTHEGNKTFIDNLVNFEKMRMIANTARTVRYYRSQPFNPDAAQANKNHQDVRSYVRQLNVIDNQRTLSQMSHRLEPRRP
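Readout is BODIPY fluorescence (480 nm excitation, 540 nm emission), which falls as labeled GDP is exchanged off Rap1B. EPAC2 at 100 nM acted on 250 nM RAP1B-BODIPY-GDP with 50 uM GDP present.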
Nrf2 inh: Nrf2 pathway inhibition; A549 ARE-Fluc reporter, luciferase luminescence, 18-24 h; Potency, µM (titrated, usually from 46 µM), without a hit: at the highest dose activity change, negative = inhibition, usual class: inhibitors; actives 2.1% (n = 360,000); AID 504444; further: potency means the concentration at half of the fitted maximal effect; on the % scale 0 is the no-effect control and ±100 the full control effect; nearly all actives have a fitted effect of over 60% in size
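A549 ARE_Fluc cells (5000/well, 5% FBS OPTI-MEM) pre-incubated 2 h, then treated with compounds 18-24 h at 37C/5% CO2 in concentration-response. CellTiter-Fluor viability read first; BugLite luciferase luminescence after 15 min at room temperature gives Nrf2 activity.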
TGFb SMAD3 inh: inhibitors of TGF-b signaling. HepG2 CAGA-GFP TGF-b/SMAD3 reporter, GFP fluorescence, 18 h; TGF-beta stimulated, 500 pg/mL final. Potency, µM (series often up to 46.1 µM), for the others: at the highest dose activity, negative = inhibition, usual class: inhibitors. actives 1.2% (n = 410,000). AID 588855; further: potency means the concentration at half of the fitted maximal effect; on the % scale 0 is the no-effect control and ±100 the full control effect; nearly all actives have a fitted effect of over 65% in size
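TGF-beta reporter screen: HEPG2 CAGA-GFP, 1% FBS, 500 pg/mL TGF-beta final, 18 h; per-cell GFP summed per well; curves fitted and categorized by class.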
ATXN2 expr inh: inhibitors of ATXN2 expression; HEK-293 ATXN2-luciferase reporter, luminescence, 24 h; Potency, µM (series often up to 57 µM), without a hit: at the top dose activity change, negative = inhibition, most hits filed as inhibitors; actives 0.72% (n = 360,000); AID 1745845; further: potency means the concentration at half of the fitted maximal effect; on the % scale 0 is the no-effect control and ±100 the full control effect; nearly all actives have a fitted effect of over 55% in size
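ATXN2-luciferase reporter cells (luciferase flanked by upstream and downstream ATXN2 gene portions) were treated 24 h at 37 °C with compounds at up to 57 uM. SteadyGlo luminescence gave expression; GF-AFC fluorescence gave viability.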
IL2 activator: activators of IL-2 | IL-2 activation reporter assay, cell-based qHTS; stimulated with anti-CD3/CD4/CD28 beads; in transgenic mouse T cells | activation, % (series mostly up to about 46 µM) | actives 0.065% (n = 360,000); in the data active means activation above about 50%; inconclusive means mostly about 30% to 49%; further: 0% is about no effect
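First, unstimulated transgenic mouse T cells were exposed to compound for 60 min. Next, anti-CD3/anti-CD4-coated beads with anti-CD28 were added. Finally, after 18 h at 37 degrees C, EGFP and DsRed were imaged.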
S2 tox: cell viability loss in ATXN counter-screen | S2 cells (HEK-293 line with an ATXN2-luciferase reporter) viability, CellTiter-Fluor protease fluorescence, 24 h | actives 0.49% (n = 400,000) | Potency, µM (top dose mostly 56.7 µM), most hits filed as cytotoxic; further: potency means the concentration at half of the fitted maximal effect; nearly all actives have a fitted effect of over 40% in size
HepG2 tox: counter-screen for TGF-b inhibitors: cytotoxicity in HepG2 cells. HepG2 CAGA-GFP viability, ATP luminescence, 18 h. Potency, µM (series often up to 46.1 µM), without a hit: at the top dose activity change, negative = cytotoxicity, hits mostly cytotoxic. actives 0.76% (n = 410,000). AID 588856; further: potency means the concentration at half of the fitted maximal effect; some results filed as inactive show a strong effect at the top dose
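HepG2 CAGA-GFP cells (1000/well, DMEM with 1% FBS) received compound, then TGF-beta at 500 pg/mL final, and were incubated 18 hours at 37 degrees C. Viability was read by CellTiter-Glo luminescence. Media-only wells were set as complete cell-killing and DMSO as no toxicity.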
A549 viability: kills or reduces viability of A549 cells in Nrf2 counter-screen; A549 ARE-Fluc cells, CellTiter-Fluor viability, 18-24 h; Potency, µM (titrated, usually from 46 µM), without a hit: top-dose activity change, negative = cytotoxicity, usual class: inhibitors; actives 0.16% (n = 390,000); AID 504648; further: potency means the concentration at half of the fitted maximal effect; on the % scale 0 is the no-effect control and ±100 the full control effect
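A549 ARE_Fluc cells in 5% FBS OPTI-MEM were exposed to compounds in concentration-response for 18-24 h at 37 deg C. Viability was read by CellTiter-Fluor fluorescence (Ex 405/Em 525) after 30 min, before the luciferase read.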
Nrf2 ARE act: Nrf2 pathway activation | AREc32 ARE-luciferase reporter (MCF7-derived line), luminescence, 24 h | Potency, µM (top dose mostly 46.1 µM), inactives show at the top dose activation, actives largely listed as activators | actives 0.31% (n = 410,000) | AID 624171; further: potency means the concentration at half of the fitted maximal effect; % of control where 0% means no effect; nearly all actives have a fitted effect of over 65% in size
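Luminescent ARE reporter assay in AREc32_Fluc cells: overnight plating at 37 deg C, 24 hr compound incubation, Steady-Glo added, 30 min RT before reading.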
* hit, by the source's call; i = inactive; ? = inconclusive; . = no result given; & = joins results of further samples; [ ] = another dose, or the depositor's remark. Unless noted, the call rests on the fitted dose curve; in most records, active means well fitted curve in the direction sought with a large enough effect; inconclusive means small, poorly fitted or top-dose-only effect, or another doubt; inactive means no such curve, though single readings can be large; an effect the other way counts as inactive or inconclusive.

structure	EPAC2 ag	Nrf2 inh	TGFb SMAD3 inh	ATXN2 expr inh	IL2 activator	S2 tox	HepG2 tox	A549 viability	Nrf2 ARE act
O=C(OCCCN=C1NS(=O)(=O)c2ccccc21)c1ccc([N+](=O)[O-])cc1	?	2%	-1%	-23%	-0.8	i	2%	-1%	2.6%
CS(=O)(=O)CCC(C(=O)OCC(=O)c1ccc(Cl)cc1)N1C(=O)c2ccccc2C1=O (stereo not drawn)	-3%	-16%	16%	-3%	-3.5	i	6%	6%	0.1%
[N-]=[N+]=CC(=O)C(c1ccccc1)(c1ccccc1)c1ccccc1	16%	11%	-18%	-3%	1.9	i	-31%	1%	-0.7%
Cc1nc(-c2ccc(S(=O)(=O)NCc3ccc(N(C)C)cc3)cc2)co1	.	.	-6%	-9%	.	i	-24%	-6%	2.3%
Cc1cc(C)c(NC(=O)CSc2nc(=O)n3cc(C)ccc3n2)c(C)c1	-9%	26%	4%	-13%	-4.0	i	-20%	-2%	2.0%
Cc1nnsc1C(=O)N/N=C/c1ccccc1Cl	3%	-15%	3%	5%	-3.1	i	2%	2%	-0.2%
O=C1SCCc2c1n(Cc1ccccc1)c1ccccc21	-10%	?	12%	-21%	-0.7	i	-22%	-3%	0.3%
COc1ccc(Cn2ccnc2SCC(=O)Nc2nc3ccccc3s2)cc1	.	.	-13%	-2%	.	i	-18%	6%	0.6%
C=CCn1c(O)c(C=Nc2ccc(Cc3ccncc3)cc2)c(=O)[nH]c1=S	0%	-3%	3%	7%	-1.7	i	1%	-8%	0.0%
O=C(c1cccs1)N1CCc2c([nH]c3ccccc23)C1c1ccccn1 (stereo not drawn)	21%	-20%	-4%	-12%	-0.1	i	-22%	2%	9.0%
COc1ccc(CN(CC(=O)NCc2ccccc2)C(=O)CCC(=O)Nc2cc(C)ccn2)cc1	-6%	1%	0%	-4%	-1.7	i	-9%	0%	-0.6%
CN(C)C(=O)c1cc(Br)ccc1Cl	4%	11%	-3%	2%	-3.1	i	3%	-14%	0.4%
NC(=O)C1CCN(c2ncc(C(F)(F)F)cc2Cl)CC1	9%	-10%	?	6%	0.9	i	3%	1%	-0.8%
CC(C)n1cc(CNC(=O)C2CCC(=O)N(Cc3ccccc3F)C2)cn1 (stereo not drawn)	2%	-14%	-8%	7%	-3.1	i	-4%	-2%	0.0%
CCCC(=O)OCC(=O)Nc1cc(Cl)ccc1[N+](=O)[O-]	-4%	-4%	4%	12%	-2.8	i	3%	-5%	23%
CC(Sc1ncnc2sccc12)C(=O)Nc1ccc(S(N)(=O)=O)cc1 (stereo not drawn)	9%	-19%	-15%	7%	0.3	i	-4%	8%	3.1%
O=C(Nc1ccc(Br)cc1)c1ccc(Cl)c(S(=O)(=O)N2CCCCCC2)c1	.	.	-8%	-8%	.	i	-13%	-4%	0.8%
COc1ccc(NC(=O)CN2C(=O)c3ccccc3Sc3ccc(C(=O)N4CCOCC4)cc32)c(OC)c1	16%	?	-5%&-5%	0%	-1.1	?	9%&-18%	-1%&0%	2.6%&0.5%
O=C(CSc1nnc(-c2cccnc2)o1)Nc1ccc(Br)cc1	3%	7%	-9%	9%	-4.8	i	-9%	-1%	-0.3%
COc1ccc(C(=O)NC2CC2)cc1OC1CCN(Cc2ccc(Cl)cc2)CC1	6%	3%	4%	-23%	-0.4	i	25%	-2%	0.6%
N#C/C(=C\c1ccc(O)cc1)C(=O)NCc1ccccc1	8%	3%	0%	3%	-4.1	i	-10%	0%	0.2%
Cc1ccn(-c2cccc(-n3ccc(C)n3)n2)n1	1%	?	-2%	36%[activator]	-3.2	i	-22%	8%	3.6%
O=C(COC(=O)c1cc(=O)[nH]c2ccccc12)NCc1ccccc1	8%	1%	8%	9%	-0.9	i	4%	-3%	-0.1%
CC1=C(C(=O)N(C)C)CC(CC(=O)NCc2cccc3ccccc23)C(=O)N1Cc1ccc(C(C)(C)C)cc1 (stereo not drawn)	-1%	.	?	?	-0.3	?	-29%	.	5.6%
Cc1ccc(NC(=O)c2ccc3c(c2)NC(=O)c2ccccc2S3)c(Cl)c1	.	?	-7%	?	.	?	-23%	-24%	0.4%
CCCOc1ccc(C2=CSC3=NCCN23)cc1	6%	3%	11%	-3%	-1.5	i	-9%	-6%	-0.2%[9.22 µM]
CCOC(=O)C1=C(C)NC(C)=C(C(=O)OCC)C1C(=O)OCC(=O)NC1CCCCC1	10%	?	4%	6%	0.0	i	-36%	-25%	3.0%
O=C(CSc1nnc2n1CCCCC2)Nc1ccc(N2CCOCC2)cc1	1%	3%	-11%	8%	-1.6	i	4%	5%	-0.2%
O=C(c1ccc2c(c1)CCCC2)N1CCN(c2nc3ccc(F)cc3s2)CC1	.	.	?	.	.	.	-14%	4%	3.3%
NS(=O)(=O)c1cccc(NC(=O)COC(=O)c2cc([N+](=O)[O-])ccc2N2CCCC2)c1	9%	?	-38%	-7%	-0.3	?	-29%	-14%	4.2%
Cc1ccc(NC(=O)/C=C/c2ccco2)cc1S(=O)(=O)N1CCCCCC1	15%	?	?	-21%	-2.4	?	-29%	?	9.1%
CCN(CC(=O)Nc1ccc(NC(C)=O)cc1)C(=O)/C=C/c1c(C)nn(-c2ccc(F)cc2)c1Cl	-7%	-14%	-3%	0%	-2.6	?	-7%	0%	-0.3%
Nc1ccn([C@@H]2O[C@H](CNCc3cc(Cl)ccc3OCc3ccc(Cl)cc3)[C@@H](O)[C@H]2O)c(=O)n1	12%	.	-12%	-7%	-2.1	i	-2%	.	0.4%
CN1C(=O)CC2(CC(=O)N(Cc3ccccc3)C2)C1=O (stereo not drawn)	-1%	-25%	-5%	-6%	2.7	?	1%	-18%	0.3%
Cc1cccc(NC(=O)c2c(C)cc(C)nc2SCC(=O)Nc2c(C)cc(C)cc2C)c1	.	0%	10%	-17%	.	i	1%	2%	0.2%
O=C(CSc1nc2cc(C(=O)NC3CCCC3)ccc2c(=O)n1CC1CCCO1)c1ccc(F)cc1 (stereo not drawn)	.	22%	-9%	6%	.	i	-22%	-3%	-0.1%
OC(c1cc(-c2cccc(Cl)c2)nc2ccccc12)C1CCCCN1 (stereo not drawn)	10%	?	?	?	-1.1	?	-100%	6%	-3.8%
COc1ccc2nc3oc(C(=O)N(C)c4ccc(Cl)cc4)cc3cc2c1	.	7%	?	8%	.	i	-32%	9%	0.1%
Cc1nnc(N2CCN(Cc3ccccc3)CC2)[nH]c1=O	12%	?	-23%	-2%	-0.5	i	-1%	12%	2.0%
CC(O)Cn1c(N2CCCC2)nc2c1c(=O)[nH]c(=O)n2C (stereo not drawn)	17%	-18%	13%	-7%	0.5	i	0%	5%	-0.4%
Cc1cccc(N2CCN(C(=O)c3cc(S(=O)(=O)N(C)C)ccc3N3CCCC3)CC2)c1C	-4%	-27%	-12%	-8%	-0.5	i	10%	-13%	-0.4%
Cc1ccc(NC(=O)N2CCC(NC(=O)c3ccccc3C)CC2)cc1	1%	-4%	-4%	-9%	-2.1	?	-3%	-3%	-0.4%
CCn1ncc(Br)c1C(=O)Nc1ccccc1OC	3%	0%	1%	-10%	-0.9	i	-1%	1%	1.9%
Cc1cccc(NC(=O)c2ccc(COc3ccc(Cl)cc3Cl)o2)n1	6%	5%	-3%	7%	-2.4	i	-2%	1%	2.3%
CC(C)(C)N1CC(C(=O)Nc2ccc(C#N)cc2)CC1=O (stereo not drawn)	-1%	0%	-13%	14%	0.1	i	17%	-11%	0.4%
Cc1ccc(C(=O)N2CCN(S(=O)(=O)c3ccccc3)CC2)cc1	10%	?	0%	0%	0.3	i	-13%	12%	-0.2%
Cc1ccnc(SCc2cc(=O)c(OC(=O)c3ccccc3)co2)n1	-1%	0%	-5%	.	-0.3	i	-14%	-4%	-1.1%
COc1ccc(NC(=O)Cn2c(=O)n(CC3CCCO3)c(=O)c3ccccc32)cc1 (stereo not drawn)	.	-15%	-2%	-7%	.	?	3%	-5%	-1.1%
COc1cccc(C2CC(C(F)(F)F)n3nc(C(=O)Nc4c(C)n(C)n(-c5ccccc5)c4=O)cc3N2)c1 (stereo not drawn)	-6%	7%	?	-15%[2.22 µM]	0.9	i	0%	0%	-0.8%
Cc1ccc(CNC(=O)COC(=O)c2ccc(Cl)c(N)c2)cc1	-9%	-12%	-15%	0%	-1.4	i	19%	5%	-0.8%
CC(=O)N(C)c1ccc(NCc2cc(=O)oc3cc(C)c(O)cc23)cc1	15%	12%	30%	.	-1.0	i	-4%	12%	4.0%
COC(=O)c1sc(C(C)(C)C)cc1CS(=O)(=O)c1ccccn1	6%	10%	0%	.	2.2	i	-1%	19%	-0.9%
CN1CCN(C(=O)c2ccc3c(c2)N(C)C(=O)/C(=C/c2cccc(Cl)c2)S3)CC1	6%	-11%	?	.	-0.5	?	-95%	2%	14%
c1cc2c(cc1Oc1nc(N3CCOCC3)nc(N3CCOCC3)n1)OCO2	1%	.	-17%	-5%	-0.7	i	0%	-6%	0.4%

Only A549 viability and ATXN2 expr inh, for two of the compounds above:
canonical_smiles | A549 viability | ATXN2 expr inh
Cc1ccc(C(=O)N2CCN(S(=O)(=O)c3ccccc3)CC2)cc1 | 12% | 0%
Cc1ccnc(SCc2cc(=O)c(OC(=O)c3ccccc3)co2)n1 | -4% | .

Rows are unselected. About 4.3% of those tested had a hit in this group.
